MEX-5 binding = C. elegans MEX-5 TCR-2 RNA binding activity | activity score (negative = inhibition of binding), % at 10 µM | AID 1832 | MEX-5/FITC-TCR2 RNA binding, fluorescence polarization; stronger effect = lower value | actives 0.38% (n = 300,000);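 active = inhibition past about -25% in most replicates, and total fluorescence under double the plate's negative control median, limit read from the data; inconclusive = replicates evenly split on the limit, or fluorescence at least double controls; inactive = too little inhibition in most replicates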;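 note: 0% = DMSO and -100% = 5 µM competing unlabeled TCR2 RNA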
CIT2 TOR yeast = alters CIT2-GFP fluorescence in TOR pathway yeast screen | AID 2029 | actives 0.065% (n = 320,000) | GFP response vs DMSO, % at 10 µM | S. cerevisiae CIT2-GFP strain, flow cytometry, 3 h; 100 means same as DMSO wells;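 active = GFP response relative to DMSO above a set limit, near the screen mean plus 3 SD, cut at about 150% in these data; inconclusive = Fewer than 70 cells measured for a yeast strain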;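 note: ratio of well median GFP fluorescence to mean of DMSO wells on the plate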
BCLXL inh = blocks human Bcl-xL binding to Bim BH3 peptide; GST-Bcl-xL / FITC-Bim BH3 peptide fluorescence polarization; inhibition, % at 10.9 µM; Q07817; AID 2129; actives 0.7% (n = 320,000);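 active = inhibition above the mean of all tested compounds plus 3 SD, cutoff set per campaign, cut at about 30% in these data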;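 note: 0% = DMSO wells and 100% = unlabeled Bim-BH3 peptide competitor; inhibitors lower millipolarization by displacing the labeled peptide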
GRK2 inh = blocks RNA aptamer binding to human GRK2; bead flow cytometry, FAM-aptamer displacement from GRK2; AID 488847; inhibition of aptamer binding, % at 10 µM; P25098; actives 0.59% (n = 330,000);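 active = inhibition of aptamer binding above 40%, roughly 3 SD of noise, on plates passing a quality check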;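 note: median bead fluorescence of bound FAM aptamer so fluorescent compounds give negative values; no value below 0 was filed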
GLD-1 TGE inh = GLD-1-TGE RNA interaction inhibition (C. elegans); Q17339; purified GLD-1 + fluorescein TGE RNA, fluorescence polarization; inhibition, % at 5.96 µM; actives 0.44% (n = 320,000);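 active = percent inhibition above a per-plate cutoff, the plate mean of test compounds plus 3 SD, cut at about 30% in these data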;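 note: 0% = DMSO wells with GLD-1 and probe and 100% = wells lacking GLD-1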
Fam108B inh = counter-screen for RBBP9 inhibitors: inhibitors of mouse Fam108B | recombinant Fam108B, FP-Rh probe fluorescence polarization | inhibition, % at 9.51 µM | actives 0.33% (n = 300,000);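 active = inhibition above the screen mean inhibition plus 3 SD, computed separately per campaign, cut at about 18% in these data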;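 note: inhibitors lower polarization as less probe binds the enzyme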
VLA-4 inh = inhibition in a human VLA-4 binding assay. P13612. VLA-4 expressing cells, ligand binding flow cytometry. inhibition, % (about 7 µM as worked out from the volumes in the protocol). actives 0.2% (n = 330,000). AID 2557; in the data active = inhibition above about 50%
Target sequence (P13612 whole entry, looked up): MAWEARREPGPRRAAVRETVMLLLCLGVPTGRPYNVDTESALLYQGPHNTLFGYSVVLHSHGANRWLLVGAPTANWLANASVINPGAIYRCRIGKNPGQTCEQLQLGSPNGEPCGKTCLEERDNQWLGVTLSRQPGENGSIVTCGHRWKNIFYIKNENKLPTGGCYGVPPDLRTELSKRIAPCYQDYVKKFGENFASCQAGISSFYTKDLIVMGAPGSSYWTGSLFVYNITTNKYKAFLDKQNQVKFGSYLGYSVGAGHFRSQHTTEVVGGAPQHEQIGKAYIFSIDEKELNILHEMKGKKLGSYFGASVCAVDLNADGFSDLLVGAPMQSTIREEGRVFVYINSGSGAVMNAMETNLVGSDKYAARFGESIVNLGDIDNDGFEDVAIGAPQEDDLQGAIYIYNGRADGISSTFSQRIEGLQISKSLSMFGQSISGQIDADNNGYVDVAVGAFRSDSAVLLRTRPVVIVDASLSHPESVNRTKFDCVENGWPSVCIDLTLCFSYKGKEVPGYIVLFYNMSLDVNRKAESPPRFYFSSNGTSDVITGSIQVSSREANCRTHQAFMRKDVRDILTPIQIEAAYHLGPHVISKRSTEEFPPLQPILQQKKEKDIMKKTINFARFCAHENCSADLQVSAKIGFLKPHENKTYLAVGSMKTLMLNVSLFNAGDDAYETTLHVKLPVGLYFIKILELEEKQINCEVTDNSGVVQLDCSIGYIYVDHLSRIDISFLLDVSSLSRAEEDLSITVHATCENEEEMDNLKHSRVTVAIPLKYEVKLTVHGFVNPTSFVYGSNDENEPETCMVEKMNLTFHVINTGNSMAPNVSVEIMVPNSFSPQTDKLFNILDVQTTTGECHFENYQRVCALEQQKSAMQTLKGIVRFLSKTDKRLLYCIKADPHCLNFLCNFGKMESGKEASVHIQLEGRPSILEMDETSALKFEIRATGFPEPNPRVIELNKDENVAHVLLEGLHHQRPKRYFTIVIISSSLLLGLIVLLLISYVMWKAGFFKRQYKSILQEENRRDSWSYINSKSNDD
AGP1 TOR yeast = yeast TOR pathway AGP1-GFP modulation. AID 2066. S. cerevisiae AGP1-GFP multiplex flow cytometry, 3 h; GFP as percent of DMSO wells. GFP response vs DMSO, % at 10 µM. actives 0.02% (n = 320,000);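 active = GFP response relative to DMSO above a set limit, near screen average plus 3 SD, cut at about 150% in these data; inconclusive = fewer than 70 cells counted for the yeast strain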;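 note: median GFP channel fluorescence of the gated AGP1 strain per well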
MCL1-BIM inh = inhibitors of human MCL1 binding to BIM-BH3 peptide | actives 0.68% (n = 320,000) | Q07820 | inhibition, % at 10.9 µM | GST-MCL1 / FITC-Bim-BH3 fluorescence polarization;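 active = inhibition above the mean inhibition of all tested compounds plus 3 SD, set per campaign, cut at about 40% in these data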;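 note: 0% = DMSO wells and 100% = unlabeled Bim-BH3 peptide control; higher means more loss of mP so more displacement of Bim peptide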
The depositor's hits bear a star; ? = inconclusive; · = not tested or not shown; [ ] = remark or other dose.

| SMILES | MEX-5 binding | CIT2 TOR yeast | BCLXL inh | GRK2 inh | GLD-1 TGE inh | Fam108B inh | VLA-4 inh | AGP1 TOR yeast | MCL1-BIM inh |
| --- | --- | --- | --- | --- | --- | --- | --- | --- | --- |
| CN(C)c1ccc(/C=N/N(CCC#N)C2=NS(=O)(=O)c3ccccc32)cc1 | 1.6 | 99 | 5 | 0 | -2 | 1 | -8 | 104 | -3 |
| CCOC(=O)c1c(OCCO)nn(-c2ccccc2)c1N | 2.5 | 93 | 5 | 4 | 7 | 0 | 2 | 103 | 6 |
| CC1(C)C(=O)NC(=O)N1Cc1ccccc1 | 1.4 | 99 | 3 | 2 | 5 | 1 | -10 | 106 | -2 |
| O=C(Nc1scc(-c2ccc(Br)cc2)c1C(=O)O)c1ccccc1F | -2.3 | 90 | 14 | 4 | -3 | -3 | 8 | 99 | 8 |
| NC(=O)CSc1cn(Cc2cccc(F)c2)c2ccccc12 | 0.8 | 89 | 4 | 9 | 0 | 6 | -6 | 101 | -2 |
| CC(C)(CCl)C(=O)Nc1ccnc(-c2ccncc2)n1 | -2.2 | 97 | 3 | 2 | -2 | -1 | 29 | 99 | 2 |
| CN1C=CC=C/C1=C1\SC(=S)N(CC(=O)O)C1=O | 0.3 | 102 | 8 | 3 | 11 | 2 | -2 | 111 | 9 |
| COc1cccc(NC(=O)c2ccc(C(=O)c3ccccc3)o2)c1 | -0.3 | 79 | 2 | 1 | 11 | -9 | 2 | 87 | 2 |
| CCCCCCCCCC(=O)N1CCN(c2cc3c(cc2F)c(=O)c(C(=O)O)cn3CC)CC1 | 0.7 | 94 | -1 | 0 | 5 | -1 | 12 | 97 | -3 |
| CC(C)(C)OC(=O)C[C@@H]1C/C=C\C[C@@H](CC(=O)N[C@H](CO)Cc2ccccc2)C(=O)NC[C@H](c2ccccc2)OC1=O | · | 97 | · | 2 | -3 | · | -10 | 92 | · |
| COc1cc(OC)cc(C(=O)NCC(=O)OCC(=O)Nc2cc(S(C)(=O)=O)ccc2Cl)c1 | 0.4 | 103 | 2 | 0 | 4 | -2 | 11 | 104 | 5 |
| COc1cc2c(cc1OC)CN(C(=O)CN1C(=O)NC3(CCC(C)CC3)C1=O)CC2 (centres undefined) | · | 102 | -8 | 0 | 1 | · | -5 | 108 | -19 |
| CC(CNC(=O)CN1C(=O)C(=O)N(C2CCCC2)C1=O)c1ccccc1 (centres undefined) | · | 90 | 2 | 2 | 5 | · | 8 | 97 | 5 |
| Cc1ccccc1CC(=O)Nc1ccc(S(=O)(=O)N2CCOCC2)cc1 | 1.8 | 105 | 4 | 0 | 5 | -7 | 6 | 100 | -2 |
| Cc1cc(C)nc(SCc2cc(=O)c(OC(=O)c3cc([N+](=O)[O-])ccc3Cl)co2)n1 | -3.8 | 84 | 8 | 5 | 0 | -1 | -5 | 95 | 4 |
| O=S(=O)(c1ccc(OCc2ccc(Br)cc2)cc1)N1CCOCC1 | · | 95 | -9 | 0 | 1 | · | 13 | 94 | -17 |
| O=C(COC(=O)C1CCCC1)Nc1ncc(Cl)cc1Cl | ? | 91 | 25 | 7 | 17 | 2 | 7 | 98 | 24 |
| CN(C)/C=N/c1sc2c(c1C#N)CC(C)(C)NC2(C)C | 0.2 | 96 | 1 | 0 | 2 | -1 | -6 | 101 | 1 |
| COc1ccc(/C=C/C(=O)c2ccc(NS(=O)(=O)c3ccc(C)cc3)cc2)cc1O | -0.7 | 99 | 10 | 4 | 5 | 0 | -5 | 99 | 10 |
| Cc1ccccc1OCC(=O)N/N=C/C=C/c1ccccc1 | 3.2 | 107 | 6 | 2 | -3 | 1 | 0 | 110 | 9 |
| CC1CC(C)CN(C(=O)CCNC(=O)Cn2ccc3ccccc3c2=O)C1 (centres undefined) | 3.1 | 100 | 2 | 0 | 3 | -1 | -6 | 107 | 0 |
| CCCC12CN(C(=O)c3ccc([N+](=O)[O-])cc3)CC(C)(CN(C(=O)c3ccc([N+](=O)[O-])cc3)C1)C2=O | -1.7 | 102 | 0 | 0 | -2 | 1 | 8 | 105 | -2 |
| Cn1c(CNC(=O)CNC(=O)c2ccc(F)cc2)cc(=O)n(C)c1=O | 1.8 | 106 | 4 | 0 | -1 | 5 | -7 | 106 | 1 |
| Cc1cc(C)n(C(=O)Cn2nc([N+](=O)[O-])c(Br)c2C)n1 | 2.5 | 95 | 4 | 5 | 3 | -1 | 8 | 95 | 4 |
| CC(=O)c1cccc(NC(=O)CCNC(=O)c2cccc(C)c2)c1 | -0.6 | 99 | 1 | 0 | 6 | -3 | 1 | 98 | 2 |
| COc1ccc(Nc2ncnc3sc(-c4ccccc4)cc23)cc1 | -7.8 | 103 | -1 | 0 | 1 | 12 | 2 | 94 | 1 |
| Cc1cc(S(=O)(=O)Nc2ccc(C(=O)N3CCN(c4ccccc4O)CC3)cc2)ccc1F | 1.8 | 86 | 6 | 4 | 0 | 3 | 9 | 84 | 0 |
| CN(c1ccccc1)c1nc(N)c([N+](=O)[O-])c(N2CCCC2)n1 | -3.9 | 94 | 3 | 2 | 4 | -4 | 4 | 96 | -6 |
| O=C(Nc1cccc(NC(=O)c2cccs2)c1)c1ccc(Br)o1 | -4.0 | 96 | 2 | 1 | -9 | -6 | 10 | 89 | 0 |
| O=C(CN1C(=O)/C(=C/c2ccccc2)SC1=S)NNC(=O)c1ccccc1O | 0.4 | 78 | 3 | 0 | -2 | -10 | -5 | 91 | 5 |
| CCOC(=O)c1c(C)[nH]c(C)c1C(=O)CSc1nnc(-c2cc(OC)c(OC)c(OC)c2)o1 | -1.6 | 101 | 0 | 1 | -2 | -2 | 5 | 98 | 6 |
| CCN(CC)c1ccc(N2C(=O)CSC2=S)cc1 | 2.6 | 89 | 14 | 0 | 15 | -17 | 0 | 106 | 25 |
| COc1ccc(N(CC(=O)NCCC2=CCCCC2)S(=O)(=O)c2ccc(C)cc2)cc1OC | 1.2 | 100 | 3 | 5 | 0 | -1 | 6 | 106 | -3 |
| CCOC(=O)/C(C(=O)Nc1ccc(Br)cc1)=C1/NC(C)(C)Cc2ccccc21 | -0.9 | 93 | 4 | 0 | 1 | -3 | 22 | 100 | 10 |
| CCC(=O)Nc1c(C(=O)Nc2ccc3c(c2)OCCO3)oc2ccccc12 | -3.0 | 83 | -3 | 1 | 1 | 3 | 0 | 97 | -1 |
| COC(=O)/C=C/S(=O)(=O)c1ccc(NC(C)=O)cc1 | 0.0 | ? | 11 | 2 | 5 | 0 | 0 | ? | 14 |
| CCn1cc(-c2ccccc2)c(C(=O)O)c1-c1ccc(OC)cc1 | 2.3 | 59 | -1 | 0 | 6 | 1 | 20 | 73 | 3 |
| NS(=O)(=O)c1ccc(NC2=CC(c3ccc(F)cc3)N(c3ccc(S(N)(=O)=O)cc3)C2=O)cc1 (centres undefined) | 1.4 | 106 | -2 | 0 | 8 | -10 | -9 | 103 | -1 |
| CCNC(=O)Cn1cnc2c1c(=O)n(C)c(=O)n2C | 1.0 | 89 | 4 | 2 | -4 | 0 | 5 | 97 | 0 |
| CC(C)C(NC(=O)c1ccccc1F)C(=O)Nc1ccc2c(c1)OCO2 (centres undefined) | -3.8 | 92 | -2 | 0 | 4 | -2 | 0 | 94 | -2 |
| O=C(Nc1nnc(SCc2ccccc2)s1)c1cccs1 | 1.6 | 116 | -2 | 1 | 4 | -5 | -7 | 108 | 9 |
| CC(Oc1ccc(Cl)cc1)C(=O)Nc1ccc(S(=O)(=O)N2CCOCC2)cc1 (centres undefined) | 0.2 | ? | -4 | 3 | -4 | -2 | 1 | 26[may fluoresce violet] | -12 |
| COc1ccc(N/C=C\C(=O)c2ccc(C)cc2)cc1OC | -48* | 90 | 0 | 3 | -9 | 1 | -7 | 90 | -2 |
| Oc1ccc(Br)cc1/C=N/NC(=S)NCCc1ccccc1 | -0.3 | 105 | -3 | 0 | -2 | 4 | -1 | 100 | 2 |
| S=C(NCCc1ccccc1)NC1CC1 | 3.1 | · | 7 | 1 | 1 | 0 | 4 | · | 5 |
| COc1ccccc1NC(=O)c1ccc(-n2ccnc2)c([N+](=O)[O-])c1 | 3.0 | ? | 7 | 4 | 1 | 2 | 9 | ? | 8 |
| NC(=O)C1CCN(C(=O)NC(=O)c2ccccc2)CC1 | 0.8 | 110 | 5 | 12 | 4 | 2 | -11 | 104 | 5 |
| CC1CC(C)CN(C(=O)c2cc3c(s2)CCC3)C1 (centres undefined) | -0.2 | 95 | 5 | 4 | 0 | 4 | 0 | 98 | 9 |
| O=C(Nc1cccc2ccccc12)OC1C=CS(=O)(=O)C1 (centres undefined) | 3.7 | 105 | 3 | 5 | -4 | 1 | 4 | 99 | -2 |
| C/C(CCc1ccccc1)=N\NC(=O)C1C2CCCCC21 (centres undefined) | -1.4 | 84 | -2 | 1 | 3 | 2 | 11 | 94 | 6 |

More entries
| SMILES | MEX-5 binding | CIT2 TOR yeast | BCLXL inh | GRK2 inh | GLD-1 TGE inh | Fam108B inh | VLA-4 inh | AGP1 TOR yeast | MCL1-BIM inh |
| --- | --- | --- | --- | --- | --- | --- | --- | --- | --- |
| CC(C)[C@H](NC(=O)[C@@H]1CSC2c3ccccc3C(=O)N21)C(=O)NC1CCCC1 (some centres undefined) | 1.8 | 102 | 1 | 1 | 5 | -4 | 1 | 105 | -4 |
| CCCCn1c(CNC(=O)C23CC4CC(CC(C4)C2)C3)nnc1SC(C)CC (centres undefined) | -0.4 | 107 | 2 | 0 | 6 | -1 | 4 | 104 | 3 |
| COc1ccc(C2c3c(oc4ccccc4c3=O)C(=O)N2CCN2CCOCC2)cc1OC (centres undefined) | 1.4 | 90 | 6 | 0 | 5 | -2 | 14 | 74 | 7 |
| COCCCNC(=O)/C(C#N)=C/c1c(N2CCCCCC2)nc2ccccn2c1=O | -1.6 | 107 | 0 | 0 | 3 | 7 | -3 | 100 | -4 |
| COc1cc(C2CC(=O)OC3=C2C(=O)CC(C)(C)C3)cc(OC)c1OC (centres undefined) | -0.8 | 114 | 4 | 0 | -1 | -1 | 13 | 106 | -1 |
| Cc1ccc(C)c(S(=O)(=O)NCc2ccc(C(=O)NCc3ccccn3)cc2)c1 | 0.8 | 89 | -1 | 0 | -10 | 0 | 11 | 99 | -3 |
| CCOC(=O)CSc1ccc2nnc(CCNS(=O)(=O)c3ccc(C)cc3)n2n1 | -0.8 | 100 | 6 | 5 | 2 | -3 | -1 | 100 | 3 |
| C=CC[C@@H](CC(=O)N[C@@H](CO)Cc1ccccc1)C(=O)NCCOC(=O)[C@@H](CC=C)Cc1ccc(F)cc1 | · | 94 | · | 1 | -9 | · | -15 | 88 | · |
| CCc1nn(CC(=O)NCCc2ccc(S(N)(=O)=O)cc2)c(=O)c2cc3sccc3n12 | 0.1 | 105 | -3 | 0 | -8 | 1 | 10 | 105 | 1 |
| O=C(COc1ccccc1)OCc1cc2ccccc2[nH]c1=O | 2.2 | 101 | 5 | 2 | 2 | -3 | 9 | 102 | 0 |
| CC(C)Nc1nc(SCC(N)=O)nc(N2CCOCC2)n1 | -0.3 | 91 | 5 | 0 | 4 | 4 | 1 | 87 | 5 |
| O=C(Cc1ccc(F)cc1)NCCc1ccccc1 | 2.0 | 95 | 6 | 0 | 10 | -1 | 4 | 107 | 3 |
| Cc1cccc(C)c1C(=O)N[C@@H](Cc1ccccc1)C(=O)O | 1.3 | · | -13 | · | -10 | -2 | · | · | -19 |
| O=C(COC(=O)C1CC2CCCC(C1)C2=O)NC(=O)c1ccc(OC(F)F)cc1 (centres undefined) | 1.4 | 92 | 6 | 0 | -8 | 6 | -9 | 92 | 8 |
